Bioassay records deposited in PubChem BioAssay by The Scripps Research Institute Molecular Screening Center.
PAFAH2 FP inh: PAFAH2 (human) inhibition. AID 492956. 0.99% of 340,000 active. Q99487. recombinant PAFAH2, FP-rhodamine activity probe, fluorescence polarization. inhibition, % at 3.39 µM;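 active means inhibition above the mean over all tested compounds plus 3 SD, cut at about 30% in these data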;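 further: inhibitors block probe labeling of enzyme so polarization drops; 0% = enzyme with DMSO and 100% = wells lacking PAFAH2 protein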
pPAFAH inh: inhibitors of human plasma PAF acetylhydrolase (pPAFAH) | inhibition, % at 3.39 µM | Q13093 | recombinant pPAFAH, FP-rhodamine probe fluorescence polarization | 1.5% of 330,000 active | AID 463082;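 active means inhibition above the mean inhibition across the screen plus 3 SD, cut at about 25% in these data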;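 further: inhibitors block binding of the rhodamine activity-based probe so polarization drops; 0% = enzyme with DMSO and 100% = wells lacking pPAFAH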
Target sequence (Q13093 whole entry, looked up): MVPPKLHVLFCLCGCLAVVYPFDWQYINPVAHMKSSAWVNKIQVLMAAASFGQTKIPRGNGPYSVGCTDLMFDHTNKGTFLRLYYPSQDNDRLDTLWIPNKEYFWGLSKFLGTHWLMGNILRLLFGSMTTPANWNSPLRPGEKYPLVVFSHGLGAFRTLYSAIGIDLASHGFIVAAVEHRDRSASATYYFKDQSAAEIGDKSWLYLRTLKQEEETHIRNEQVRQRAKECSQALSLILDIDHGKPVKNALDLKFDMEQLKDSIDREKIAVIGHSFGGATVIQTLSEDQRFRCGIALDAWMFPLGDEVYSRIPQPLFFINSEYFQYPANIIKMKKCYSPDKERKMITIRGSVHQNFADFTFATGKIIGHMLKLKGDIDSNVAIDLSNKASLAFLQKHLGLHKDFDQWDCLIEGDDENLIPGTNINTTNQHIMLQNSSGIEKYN
LYPLA1 inh: blocks human lysophospholipase 1, a PME1 counter-screen; recombinant LYPLA1, FP-Rh probe fluorescence polarization; inhibition, % at 5.9 µM; 0.16% of 320,000 active; AID 2174;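 active means inhibition above the mean of all tested compounds plus 3 SD, set per campaign, cut at about 14% in these data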;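 further: inhibitors block serine hydrolase probe labeling of LYPLA1 so polarization falls; 0% = enzyme with DMSO and 100% = wells lacking LYPLA1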
Target sequence (O75608 whole entry, looked up): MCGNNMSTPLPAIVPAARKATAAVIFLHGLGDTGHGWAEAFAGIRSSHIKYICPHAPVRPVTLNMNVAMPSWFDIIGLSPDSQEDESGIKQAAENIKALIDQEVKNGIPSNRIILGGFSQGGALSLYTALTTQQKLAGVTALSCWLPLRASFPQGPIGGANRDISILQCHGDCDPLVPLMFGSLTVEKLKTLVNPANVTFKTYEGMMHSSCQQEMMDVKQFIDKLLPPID
PAFAH1B2 inh: blocks human PAF acetylhydrolase 1b catalytic subunit 2. P68402. recombinant PAFAH1B2, FP-rhodamine activity probe, fluorescence polarization. inhibition, % at 3.39 µM. 1.2% of 340,000 active. AID 492953;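 active means inhibition above the mean of all tested compounds plus 3 SD, cut at about 24% in these data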;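 further: 0% = enzyme with DMSO and 100% = wells lacking PAFAH1B2; many of its hits are not listed in these tables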
PREPL inh: inhibits the human prolyl oligopeptidase-like enzyme; 0.68% of 320,000 active; Q4J6C6; recombinant PREPL, fluorescence polarization activity-based probe; inhibition, % at 5.96 µM; AID 2751; in the data active means inhibition above about 43%;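 further: 0% = enzyme with DMSO and 100% = wells lacking enzyme; many of its hits are not listed in these tables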
ZTA counter: ZTA (EBV) inhibition in EBNA-1 counter-screen; ZTA-DNA binding, fluorescence polarization; inhibition, % at 11 µM; 0.15% of 320,000 active; in the data active means inhibition above about 33%
EBNA-1 inhibitor: blocks EBNA-1 binding to DNA; 0.34% of 300,000 active; EBNA-1 DNA binding, fluorescence polarization; inhibition, % at 14.8 µM; AID 1950; in the data active means inhibition above about 28%
PAFAH1B3 inh: PAFAH1B3 (human) inhibition; recombinant PAFAH1B3, FP-rhodamine probe, fluorescence polarization; 0.28% of 340,000 active; inhibition, % at 3.39 µM;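 active means inhibition above the screen-wide average of all tested compounds plus 3 SD, cut at about 25% in these data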;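 further: 0% = enzyme with DMSO only and 100% = wells lacking PAFAH1B3 protein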
LYPLA2 counter: counter-screen for PME1 inhibitors: inhibitors of human LYPLA2. recombinant LYPLA2, FP-Rh probe fluorescence polarization. 0.38% of 320,000 active. AID 2177. inhibition, % at 5.9 µM. O95372;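 active means inhibition above the screen-wide mean plus 3 SD, limit set per campaign, cut at about 26% in these data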;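 further: 0% = LYPLA2 with DMSO and 100% = wells lacking LYPLA2 enzyme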
Target sequence (O95372 whole entry, looked up): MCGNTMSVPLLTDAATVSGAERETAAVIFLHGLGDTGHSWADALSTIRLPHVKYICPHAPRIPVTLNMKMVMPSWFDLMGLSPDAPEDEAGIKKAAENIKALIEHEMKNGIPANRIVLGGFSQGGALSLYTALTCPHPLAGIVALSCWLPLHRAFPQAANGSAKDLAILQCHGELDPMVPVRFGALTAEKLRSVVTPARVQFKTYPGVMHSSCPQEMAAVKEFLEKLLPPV
The depositor's hits bear a star; · = no result given.

SMILES	PAFAH2 FP inh	pPAFAH inh	LYPLA1 inh	PAFAH1B2 inh	PREPL inh	ZTA counter	EBNA-1 inhibitor	PAFAH1B3 inh	LYPLA2 counter
COc1ccc(C(=O)NC(C)c2nnc(SCC(=O)NC3CCCC3)n2C)cc1 (stereo not given)	5	-5	0	1	9	-7	4	4	-2
COc1ccc(NC(=O)CSc2nnc(NC(=O)C3CC3)s2)cc1OC	-2	-3	4	-3	6	-5	2	5	8
CCN(CC)S(=O)(=O)c1ccc(N2CCCC2)c(NC(=O)C2CCCCC2)c1	6	6	-4	1	-7	-12	-4	3	-6
CSCCC(NS(=O)(=O)c1ccc2[nH]c(=O)c(=O)[nH]c2c1)C(=O)O (stereo not given)	5	1	-1	3	10	7	-4	-3	5
Cc1ccc(NC(=O)c2nc(S(=O)(=O)Cc3ccccc3)ncc2Cl)cc1	0	0	-4	4	-21	-2	-3	1	-3
CN1/C(=C\C(=O)COC(=O)c2ccc([N+](=O)[O-])o2)C(C)(C)c2ccccc21	-1	7	-1	4	-9	0	-7	0	-2
CCN(CC)S(=O)(=O)c1cccc(NC(=O)COC(=O)c2cc(=O)c3ccccc3o2)c1	3	17	1	7	9	0	-4	8	8
O=C(CNC(=O)Cn1ccc2ccccc2c1=O)NCCCN1CCCCCC1	5	-5	2	7	23	-2	0	-1	-3
CCC(CC)C(=O)Nc1c2c(nn1-c1ccc(C)cc1)CS(=O)(=O)C2	2	0	-1	5	-2	-1	3	3	3
Cc1ccc(CN2CC34C=CC(O3)C(C(=O)NCc3ccc5c(c3)OCO5)C4C2=O)cc1 (stereo not given)	-1	3	1	-7	5	-2	1	2	-1
CCn1c(O)c(N=Nc2ccc3ccccc3n2)c2ccccc21	-11	1	-1	-1	3	-9	-4	1	3
CCOC(=O)C1(Cc2cccc(F)c2)CCN(CCCn2cccn2)CC1	1	0	2	-6	-7	-3	-5	8	-1
Cc1cc(Sc2nc(NC(C)C)nc(NC(C)C)n2)nc(Cl)n1	0	7	1	-2	-2	4	-4	9	2
CCc1cccc(C)c1NC(=O)CN1C(=O)NC(CCc2ccccc2)C1=O (stereo not given)	-6	5	·	5	-2	·	·	8	·
O=C(/C=C/c1cccc([N+](=O)[O-])c1)N(c1ccccn1)c1ccccn1	2	3	-3	8	-1	8	6	8	-4
CC1(C)C(=O)OC(c2ccco2)C(C)(C)C1=O (stereo not given)	0	3	-2	5	-1	8	-11	2	-2
O=C(CCC1(C(=O)O)CCC(=O)NC1)NCc1ccccc1 (stereo not given)	5	-1	-2	3	1	-5	1	3	4
CSC(=CC(=O)c1ccccc1)SC	4	1	-4	5	4	4	3	3	-2
CC(=O)Nc1ccc(/C(C)=N/NC(=O)CN(c2ccccc2Br)S(C)(=O)=O)cc1	6	-7	0	5	2	10	-9	4	0
COc1ccc(CNC(=O)CN(Cc2ccco2)C(=O)CNS(=O)(=O)c2ccc(C)cc2)cc1	15	4	-1	3	4	14	4	3	2

Limited to PAFAH1B2 inh, ZTA counter and PAFAH2 FP inh, for some of the entries so far:
structure	PAFAH1B2 inh	ZTA counter	PAFAH2 FP inh
CN1/C(=C\C(=O)COC(=O)c2ccc([N+](=O)[O-])o2)C(C)(C)c2ccccc21	4	0	-1
O=C(CCC1(C(=O)O)CCC(=O)NC1)NCc1ccccc1 (stereo not given)	3	-5	5
Cc1ccc(CN2CC34C=CC(O3)C(C(=O)NCc3ccc5c(c3)OCO5)C4C2=O)cc1 (stereo not given)	-7	-2	-1
CC1(C)C(=O)OC(c2ccco2)C(C)(C)C1=O (stereo not given)	5	8	0

The list continues:
SMILES	PAFAH2 FP inh	pPAFAH inh	LYPLA1 inh	PAFAH1B2 inh	PREPL inh	ZTA counter	EBNA-1 inhibitor	PAFAH1B3 inh	LYPLA2 counter
COc1cccc(NS(=O)(=O)c2ccc3c(c2)CC(=O)N3)c1	-5	6	-1	-4	3	8	·	-5	5
Cc1ccc(/C=N/n2c(C3CCCCC3)n[nH]c2=S)o1	-5	1	3	6	7	2	2	2	8
CCN(CC)S(=O)(=O)c1ccc2oc(C(=O)NCC3COc4ccccc4O3)c(C)c2c1 (stereo not given)	0	-2	-8	-1	1	-5	8	-4	-9
CC(=O)Nc1ccc(NC(=O)CSc2nc(=O)n(Cc3ccncc3)c3c2CCC3)cc1	0	4	-2	-2	1	1	1	-4	-1
C=CC[C@H](CC(=O)OC(C)(C)C)C(=O)OC[C@@H]1CCCN1C(=O)[C@@H](CC=C)CC(=O)N[C@H](CO)Cc1ccccc1	4	5	·	7	9	·	·	4	·
O=C(Cn1nc(-c2ccccc2)ccc1=O)N1CCCCC1	6	1	-2	8	12	3	-7	7	3
O=C(O)c1cccnc1	-9	1	-2	1	5	9	-2	5	-1
CCOc1ccccc1OCCOCCOc1c(Cl)cccc1Cl	-1	5	0	-7	0	6	-5	7	-6
COc1cccc(OCC(O)CN2CCN(CCN3C(=O)c4cccc5cccc(c45)C3=O)CC2)c1 (stereo not given)	5	-2	3	5	7	-9	0	1	32*
CC1CN=C(N(C(=O)Nc2ccccc2)C(C)c2ccccc2)S1 (stereo not given)	-2	3	3	8	-8	-4	-9	6	5
COc1ccccc1/C=C/C(=O)OCC(=O)NC1CCS(=O)(=O)C1 (stereo not given)	14	-1	·	3	16	·	·	11	·
CCOC(=O)CSc1nnc(CSc2nc(N)c3c(C)c(C)sc3n2)n1-c1ccccc1	-8	6	4	-2	12	-7	6	8	6
C#Cc1ccc([C@@H]2C=C(C(=O)OCC=C)O[C@H](OCC)[C@H]2CCCO)cc1	2	1	-1	1	5	8	-7	8	8
CCOC(=O)N(C)OC(=O)Nc1ccc(Cl)c(Cl)c1	-10	-8	-7	-1	-4	-3	-11	-1	-8
COc1ccc(OCCSc2nc(N)cc(=O)[nH]2)cc1	-6	4	3	3	-4	11	3	1	4
CCN(c1ccc(NC(=O)COC(=O)c2cccs2)cc1)C(C)C	30*	11	-3	-6	0	4	22	5	2
COCc1cc(/C=N\NC(=O)c2ccc(Cl)cc2)ccc1OC	-7	4	-4	-5	-11	4	-6	-1	-5
CC(=O)c1cccc(NC(=S)NCc2ccco2)c1	-5	1	-12	1	6	-14	-1	-2	-18
NC(=S)N/N=C1\CC(n2nnnc2-c2ccccc2)C2COC1O2 (stereo not given)	-1	-3	-1	0	-5	17	7	2	-2
O=C(NCCCn1ccnc1)c1noc2c1CCc1ccccc1-2	-4	6	6	0	6	-8	0	11	10
Cc1cccc(Nc2nc3c(S(=O)(=O)c4ccccc4)nnn3c3ccccc23)c1	-8	6	5	-1	3	-14	-6	1	8
Cc1ccsc1CNC12CC3CC(CC(C3)C1)C2	1	1	1	-1	0	14	1	0	8
Nc1ncnc2c1ncn2[C@@H]1O[C@H](CNC(=O)[C@H](N)Cc2cscn2)[C@@H](O)[C@H]1O	-4	-2	·	3	·	·	·	2	·
COC(=O)/C=C/CSC1=N/C(=C/c2ccc(-n3cncn3)cc2)C(=O)N1	-10	4	1	-2	-10	2	2	3	0
Cc1ccc(C(=O)CN(C(=O)c2ccc(Cl)cc2)N2C(=O)c3ccccc3C2=O)cc1	-5	1	-3	0	-1	10	7	-1	-6
CC(C)(C)n1nnnc1C(c1ccc(Cl)cc1)N1CCCc2ccccc21 (stereo not given)	-2	2	-3	3	-1	1	10	5	-2
CCOc1ccc(Cl)cc1S(=O)(=O)N1CCC(C(=O)NCc2ccccn2)CC1	-2	-4	-1	3	25	-1	-1	2	1
CCC(=O)c1ccc(OCC(=O)Nc2ccccc2N2CCCCC2)cc1	-1	-2	1	5	0	-13	-14	6	1
CC1CCN(S(=O)(=O)c2ccc3c(c2)c(=O)c(C(=O)NC2CCCC2)cn3C)CC1	-5	2	-1	7	3	3	5	9	3
CC(=O)NC1C(OC(=O)/C=C/c2ccccc2)OC(COC(C)=O)C(OC(C)=O)C1OC(C)=O (stereo not given)	-5	2	3	-1	32	-8	0	9	5
NC(=O)c1ccc2c(=O)n3c(-c4cccs4)csc3nc2c1	8	2	-3	5	-8	-3	1	-1	-9
CCNC(=S)NNC(=O)c1cc(C)on1	-12	2	2	-1	14	-2	-7	-2	2
Cc1ccc(NC(=O)c2ccc3c(c2)N(CC(=O)NC(C)C)C(=O)C(C)(C)O3)cc1	-17	1	4	-6	3	-19	6	4	7
CC(C)(C)[C@H]1C=C(C(=O)N2CCN(Cc3ccc4c(c3)OCO4)CC2)O[C@@H](OCc2ccc(CO)cc2)C1	2	0	-1	6	28	-18	-1	0	-5
N#CCCN(C(=O)CSc1ccc2c(c1)OCCO2)c1ccccc1	-2	-3	-1	-4	7	-3	13	10	2
O=C(Cc1ccc(F)cc1)N1CCC(CC2CC(c3ccc(Cl)cc3)=NO2)(C(=O)NCC2CCCCC2)CC1 (stereo not given)	-3	12	-7	1	18	-6	8	8	-13
Cc1ccc(C(=O)NCCCNC(=O)c2ccccc2F)cn1	-2	3	-2	0	9	-7	1	-5	4
COc1ccc(CCNC(=O)COC(=O)C2CC2)cc1OC	6	2	·	-5	4	·	·	8	·
COc1cc(OC)cc(C(=O)OCC(=O)NCCCc2ccccc2)c1	15	5	-1	-1	-18	-2	-13	3	3
COc1cc(C(=O)NCCOC(=O)c2cccc(N(C)C)c2)cc(OC)c1OC	1	-3	-1	-4	-1	3	-11	8	0
CC1C2C(c3ccccc3)N(C)C(=O)N(C)C2N(C)C(=O)N1C (stereo not given)	0	-2	0	-1	2	-4	-13	4	-2
Cc1ccc(NC(=O)CN2CCc3cc4c(cc3C2)OCCCO4)cc1C	2	10	-1	2	5	-26	4	-1	4
O=C(O)c1cc(-c2ccco2)nc2ccccc12	10	19	0	10	-3	-15	-2	5	-1
O=C(NCC12CC3CC(CC(C3)C1)C2)c1nn2c(c1Cl)NC(c1ccco1)CC2C(F)(F)F (stereo not given)	0	3	-3	9	14	-13	-8	9	-5
CCn1cc(C(=O)N2CCN(c3ccc(C(C)=O)cc3)CC2)c2cc(OC)c(OC)cc2c1=O	1	-2	1	-1	14	6	-1	15	4
COc1ccc(C(C(=O)NCC2CCCO2)N(C(=O)CNC(=O)c2ccco2)c2cc(C)cc(C)c2)cc1OC (stereo not given)	-7	10	4	3	3	2	7	-3	5
Cc1ccc(OCC(=O)OCC(=O)Nc2ccc3c(c2)OCO3)cc1C	4	16	·	5	10	·	·	0	·
Cc1onc(-c2ccccc2)c1C(=O)n1nnc2ccccc21	6	3	0	4	3	17	9	5	-8
COc1ccc(NS(=O)(=O)c2cc(NC(=O)c3sccc3C)ccc2N2CCOCC2)cc1	-5	0	-4	4	16	9	-16	6	-1
COc1c(Br)cc2c(C)c(C(=O)N3CCOCC3)oc2c1Br	·	6	-1	·	5	15	2	·	3
O=C(OCc1ccc(Cl)c(Cl)c1)c1cccnc1Cl	11	4	-4	11	5	-11	-5	9	4
CC(C)C[C@H]1CN=C(Nc2ccccc2)N1CCC1CCCC1	5	0	2	-1	13	12	3	3	3
CCN(c1ccccc1)S(=O)(=O)c1cc(C(=O)Nc2ccc(F)c(F)c2)ccc1F	-41	-6	-32	11	-46	-18	-13	-28	-62
CCn1nnc(-c2ccccc2NC(=O)c2cccc(-n3cnnn3)c2)n1	-16	5	2	-6	12	-1	87*	-13	8
Cc1ccc(-n2ncc3c2CC(C)(C)CC3NC(=O)c2ccccn2)cc1 (stereo not given)	-1	16	1	0	-4	12	3	10	-3
CCC1CCc2c(sc(NC(=O)C3c4ccccc4Oc4ccccc43)c2C(N)=O)C1 (stereo not given)	-16	-12	-9	-8	-11	3	0	3	-19
CCN(C(=O)CSc1nnc(-c2ccc(F)cc2)n1C)C1CCS(=O)(=O)C1 (stereo not given)	3	1	·	11	20	·	·	10	·

An excerpt, so the mix of outcomes need not match the whole.
